Assay outcomes (PubChem)
TIM10 inh: growth inhibitors of isogenic TIM10 control yeast, primary screen, counter-screen for tim10-1 yeast inhibitor project, luminescence, uHTS. S. cerevisiae TIM10 strain growth, BacTiter-Glo luminescence, 24 h. inhibition, % at 10 µM. hit rate 1.4% among 330,000. AID 463195, 2010;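 active = inhibition of 40% or more at the single tested concentration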;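 note: wild-type TIM10 isogenic control strain grown at permissive 25 °C; 0% = DMSO yeast wells and 100% = minimal medium wells without yeast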
APJ antagonist: antagonists of human apelin receptor APJ, primary screen, CHO-K1 cells, beta-arrestin complementation, luminescence; P35414; inhibition, % at 20 µM; hit rate 0.32% among 330,000; AID 2521, 2010;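 active = inhibition above about 40% at 20 µM, limit read from the data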;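 note: cells challenged with 10 nM apelin-13 agonist together with compound; plate controls were apelin-13 plus DMSO wells for no effect and DMSO wells lacking apelin-13 for full effect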
Target sequence (P35414 whole entry, looked up): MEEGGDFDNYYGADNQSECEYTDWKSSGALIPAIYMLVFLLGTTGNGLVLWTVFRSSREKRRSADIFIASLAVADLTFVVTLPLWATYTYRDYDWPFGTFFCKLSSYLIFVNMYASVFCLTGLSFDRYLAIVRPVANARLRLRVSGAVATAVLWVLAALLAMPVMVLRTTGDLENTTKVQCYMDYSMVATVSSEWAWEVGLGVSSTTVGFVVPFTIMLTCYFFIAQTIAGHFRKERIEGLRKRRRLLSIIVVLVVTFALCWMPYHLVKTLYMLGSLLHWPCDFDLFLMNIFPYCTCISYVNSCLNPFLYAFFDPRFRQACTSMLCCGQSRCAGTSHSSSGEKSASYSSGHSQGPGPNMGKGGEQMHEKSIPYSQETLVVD
tim10-1 inh: growth inhibitors of tim10-1 mutant yeast, primary screen, luminescence, uHTS; S. cerevisiae tim10-1 ts strain growth, BacTiter-Glo, 24 h; inhibition, % at 20 µM; hit rate 2.2% among 330,000; AID 463190, 2010;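 active = inhibition of at least 40%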;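 note: mutant grown at 25 °C; 0% = DMSO wells with yeast and 100% = wells holding no yeast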
MIN6 prolif: inducers of MIN6 beta-cell proliferation, primary screen, ATP luminescence, uHTS | MIN6 cells proliferation, ATPlite luminescence, 48 h; cells starved in 0.2% serum; 100% = growth in 10% serum | proliferation, % at 10 µM | hit rate 0.29% among 330,000 | AID 2380, 2010;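 active = compounds whose signal lies at least 3.5 SD above the mean of all wells on their plate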;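 note: 0% = DMSO-treated cells in low-serum medium and 100% = 10% serum control; some compounds called inactive have numbers as strong as hits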
MPTP block: mitochondrial permeability transition pore inhibitors, primary screen, biochemical, isolated mouse mitochondria, absorbance. Ca2+ swelling absorbance, 30 min. inhibition, % at 10 µM. hit rate 1.4% among 360,000;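 active = inhibition of 50% or more, scaled per plate between neutral and stimulator controls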;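 note: 0% = DMSO wells given calcium and 100% = 1 mM EGTA wells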
NALP3 yeast inh: NALP3 inflammasome inhibitors in reconstituted yeast, primary screen, luminescence, uHTS; Yeast reconstituted NLRP3/ASC/caspase-1, beta-gal luminescence, 24 h; inhibition, % at 10 µM; hit rate 0.39% among 330,000;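 active = inhibition of 50% or more; inactive = inhibition below 50%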;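 note: plate controls were induced DMSO wells for no effect and uninduced yeast grown without galactose for full effect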
GRIN3A LBD mod: binders of NR3A ligand-binding domain, primary screen, biophysical, differential scanning fluorimetry, uHTS; Glutamate receptor ionotropic, NMDA 3A (GRIN3A) ligand-binding domain; NR3A LBD differential scanning fluorimetry, Tm shift; 0% = protein alone, 100% = glycine-bound protein; Tm shift relative to glycine control, % at 25 µM; hit rate 2.5% among 340,000; AID 1259313, 2017;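 active = melting temperature shift of at least 10% of the positive control shift, at one fixed dose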
APJ ag: agonists of human apelin receptor APJ, primary screen, CHO-K1 cells, PathHunter beta-arrestin, luminescence | activation, % at 20 µM | 0% DMSO wells, 100% apelin | hit rate 0.11% among 330,000 | P35414;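 active = activation more than six SD over the plate average, tested at 20 µM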;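 note: 0% = DMSO alone and 100% = apelin-13 at 10 nM; some results filed as inactive read as strong as hits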
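Test system – PathHunter CHO-K1 APJ (AGTRL-1) beta-arrestin reporter cells · Input – 1000 cells/well · Compound – single test compound dose, 20 µM final, 1% DMSO · Times – compound stimulation 90 min at 25 °C, detection 60 min · Technique – beta-gal luminescence · Read-out basis – APJ–arrestin association signal · Control set – negative DMSO alone, positive Apelin-13 at 10 nM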
tim23-1 inh: growth inhibitors of tim23-1 mutant yeast, primary screen, luminescence, uHTS | S. cerevisiae tim23-1 growth, BacTiter-Glo luminescence, 24 h | hit rate 1.3% among 330,000 | inhibition, % at 20 µM;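 active = growth inhibition of the mutant yeast at or above 50%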;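 note: temperature-sensitive mutant grown at 25 °C; plate controls were DMSO-treated mutant yeast for no effect and medium wells lacking yeast for full effect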
* hit, by the source's call; · = not tested or not shown.

SMILES	TIM10 inh	APJ antagonist	tim10-1 inh	MIN6 prolif	MPTP block	NALP3 yeast inh	GRIN3A LBD mod	APJ ag	tim23-1 inh
COc1ccccc1CN(C(=O)CNC(=O)c1ccco1)C(C(=O)NCC1CCCO1)c1ccc(OC)c(OC)c1 (stereo unspecified)	17	6	17	-2	0.1	10	-2	1	5
CCOC(=O)N1CCC(NC(=O)CS(=O)(=O)Cc2nc(-c3ccccc3Cl)oc2C)CC1	12	14	2	-2	-1.6	19	-2	-1	-3
OCCCCc1nccc2c1[nH]c1ccccc12	-4	-15	-4	-2	1.0	20	12*	-4	-4
CC(=O)NC(C)C12CC3CC(CC(CC(=O)O)(C3)C1)C2 (stereo unspecified)	-17	12	-8	-3	-1.4	-11	0	-5	2
COc1cc([C@@H]2CC=C(C(=O)O)[C@H](c3ccccc3F)N2S(=O)(=O)c2ccc(C)cc2)cc(OC)c1OC	11	5	-14	-1	-0.4	15	0	-1	-9
CC(C)=CC(=O)NCCc1ccccc1	8	1	12	5	0.2	20	0	-2	-13
COc1ccc(S(=O)(=O)N2CCC(c3cc(-c4cccc5ccccc45)n[nH]3)CC2)cc1	30	2	24	-5	7.1	5	-2	3	11
CCN1C(=NCC2CC2)N[C@@H](c2ccccc2)C(C(=O)OC)=C1C	-2	12	0	0	0.5	7	-1	-4	4
CC(=O)c1cccc(NC(=O)c2cccc(S(=O)(=O)N3CCOCC3)c2)c1	-11	4	-5	-1	1.1	7	-1	-4	9
O=C(CSCc1ccc(Cl)cc1)Nc1ccc(O)cc1C(=O)O	3	-10	-1	-3	-0.4	17	0	-2	7
COC(=O)c1ccccc1NC(=O)c1cc[n+](C)cc1	8	15	14	-2	-1.1	11	2	-2	6
O=C(CCN1C(=O)C2C3C=CC(C3)C2C1=O)Nc1ccc(F)cc1 (stereo unspecified)	-20	-7	3	-4	1.5	12	9	3	-2
Cc1ccc(S(=O)(=O)N(C)c2cc(S(=O)(=O)N3CCC(C)CC3)c(C)cc2C)cc1	5	19	12	-2	-0.9	8	-3	-7	26
Clc1cccc(Cl)c1-c1nnc2cccc(Cl)n12	-17	-10	1	-2	-0.2	-13	0	3	-9
Cc1ccc(NC(=O)CN(C)C(=O)CSc2ccc3c(c2)OCCO3)cc1	1	-11	4	-2	0.2	19	0	-1	13
C#CCNC(=O)C1=C[C@@H](C2CC2)C[C@@H](OCCCCO)O1	-6	11	2	-2	1.1	6	1	-1	1
O=C(CNC(=O)c1sc2ccccc2c1Cl)NCc1cccc(C(F)(F)F)c1	-19	4	-16	-2	0.2	14	0	7	7
Cc1cc2c(OCC(O)CNC(C)(C)C)cccc2[nH]1 (stereo unspecified)	1	8	15	-3	-0.6	16	0	-3	6
Cn1cnc2c(=O)[nH]cc([N+](=O)[O-])c21	7	10	16	-3	-0.2	7	1	-1	-1
CCCCSc1nc2[nH]ncc2c(=O)[nH]1	7	-18	7	-1	-0.7	11	1	-3	5

Quoted at random: three compounds from above
SMILES	TIM10 inh	APJ antagonist	tim10-1 inh	MIN6 prolif	MPTP block	NALP3 yeast inh	GRIN3A LBD mod	APJ ag	tim23-1 inh
OCCCCc1nccc2c1[nH]c1ccccc12	-4	-15	-4	-2	1.0	20	12*	-4	-4
CCN1C(=NCC2CC2)N[C@@H](c2ccccc2)C(C(=O)OC)=C1C	-2	12	0	0	0.5	7	-1	-4	4
Cc1cc2c(OCC(O)CNC(C)(C)C)cccc2[nH]1 (stereo unspecified)	1	8	15	-3	-0.6	16	0	-3	6

(cont.)
SMILES	TIM10 inh	APJ antagonist	tim10-1 inh	MIN6 prolif	MPTP block	NALP3 yeast inh	GRIN3A LBD mod	APJ ag	tim23-1 inh
Cc1ccc(S(=O)(=O)NCCC(=O)NCc2ccc3c(c2)OCO3)cc1C	-16	14	14	-2	0.6	1	4	1	5
CCOC(=O)c1c(C)nc2c(c(SC)nn2-c2ccccc2)c1N	2	17	-10	1	4.6	15	-9	-6	-9
Cc1ccc(NC=C(S(=O)(=O)c2ccccc2)S(=O)(=O)c2ccccc2)cc1	-2	-12	9	0	-1.7	-7	0	0	2
Cc1cc(C)cc(NC(=S)/C(=C(\[O-])c2ccc(Cl)s2)[n+]2cccc(C)c2)c1	20	12	39	-4	-4.3	20	0	3	8
CCC(C(=O)NCCCN1CCN(C)CC1)n1nc(C)n2c(cc3occc32)c1=O (stereo unspecified)	-16	-6	3	6	0.0	1	-1	-4	-11
C[C@@H](C(=O)Nc1ccc2ccccc2c1)[C@H]1C[C@]1(C)[C@H](NC(=O)c1cccnc1)c1ccccc1	2	10	13	-7	·	-1	-2	-2	9
CCCCCN(C(=O)NC(=O)Nc1ccccc1C)S(C)(=O)=O	25	10	39	1	7.5	-4	-1	-7	23
O=C(COC(=O)c1ccc[nH]c1=O)NCC1CCCO1 (stereo unspecified)	0	13	5	0	-3.2	19	3	-2	10
Cn1nc(C(=O)OCC(=O)c2ccc(Cl)cc2)c2ccccc2c1=O	-8	20	-6	0	-0.1	13	0	-8	2
COCc1cc(C)nc(SCC(=O)Nc2cccc(C)c2)c1C#N	9	13	9	0	0.8	-1	-3	-2	-4
Nc1nnc(SCC(=O)OCC(=O)c2ccccc2)s1	-4	-6	-3	-2	-3.0	9	0	-2	3
CN(CC(=O)Nc1ccc(Cl)cc1)C(=O)c1ccc(N2CCCC2=O)cc1	11	9	-7	-2	0.3	11	-3	-2	7
O=C(COc1ccc(Cl)cc1)NC1CC1	-1	-2	1	-3	-0.3	1	6	-2	11
O=C1CCCC2=C1C(c1ccccc1)C1C(=O)c3ccccc3C1=N2 (stereo unspecified)	3	23	2	0	4.1	9	-10	-6	5
CCC(CC)NC(=O)COC(=O)c1cccc(C)c1O	15	-4	12	0	-1.6	3	0	2	9
CCCCn1c(N)c(N(CCC(C)C)C(=O)C2=NN(c3ccccc3)C(=O)CC2)c(=O)[nH]c1=O	-6	-4	4	-3	0.2	3	0	-4	7
COc1cccc(C(=O)N2CCN(S(C)(=O)=O)CC2)c1	10	2	17	1	1.1	-12	2	1	17
CCN(C[C@H]1N[C@@](CC)(C(=O)OC)[C@H]2C(=O)N(Cc3ccccc3)C(=O)[C@@H]12)C(=O)c1ccccc1	2	5	-8	1	-0.6	9	-1	-4	4
Cc1ccc(N=C2C(=O)Nc3ccc(C)c(Br)c32)cc1	16	5	41*	-2	-0.3	5	-2	-9	32
Cc1nc(N2CCN(c3ccccn3)CC2)c2c(C)c(C(=O)Nc3ccc(F)cc3Cl)sc2n1	3	-16	33	-7	0.1	11	-1	0	24
CC1CN(c2nnc(NC(=O)c3ccccc3)s2)CC(C)O1 (stereo unspecified)	-5	7	5	-2	-2.8	5	-1	-3	7
CCCCN(C(=O)CCNC(=O)NC12CC3CC(CC(C3)C1)C2)c1c(N)n(CCCC)c(=O)[nH]c1=O	13	1	14	0	0.3	19	0	-1	9
COc1cc(OC)cc(C(=O)N[C@H](C(=O)NC23CC4CC(CC(C4)C2)C3)C(C)C)c1	2	13	21	-1	-0.6	12	-5	-5	25
COc1ccc(N2CC(C(=O)Nc3nnc(SCC(=O)NC(C)(C)C)s3)CC2=O)cc1 (stereo unspecified)	3	-3	4	0	1.4	-5	3	-3	-14
COCCCNc1nc2cc(OC)c(OC)cc2c2nc(-c3ccccc3)nn12	6	6	28	7	-0.7	3	-1	0	46
CCCCOc1nc2c(c(=O)n(C)c(=O)n2C)n1C	-13	8	7	1	-2.1	11	·	-1	1
CSc1nc(C(C)C)ccc1CNC(=O)CC(C)c1ccccc1 (stereo unspecified)	15	5	-15	-5	0.5	14	2	-3	17
NC(=O)NC(CC(=O)N1CCc2ccccc2C1)c1ccc(Cl)cc1 (stereo unspecified)	0	12	-14	-1	0.1	4	-2	-4	4
CN1CCN(CCNC(=O)Cn2c(=O)c3cccn3c3ccc(F)cc32)CC1	0	-7	8	-2	0.4	4	3	7	-2
Cc1cccc(NC(=O)c2cc(Cl)nc3ccccc23)n1	27	16	23	3	1.7	8	1	-1	31
Cc1coc2c1c(C)cc1oc(=O)c(CC(=O)NCCCCCC(=O)O)c(C)c12	9	13	11	-2	0.6	2	-2	-1	7
Cc1ccc(N(CC(=O)NCc2cccnc2)S(C)(=O)=O)cc1C	4	-6	6	0	-1.2	1	4	0	-9
CCOC(=O)c1cnn(-c2nc(C)cc(C)n2)c1N	-2	4	20	-1	0.9	17	-2	2	6
CN(C)CCCN1C(=O)c2cccc3cccc(c23)C1=O	-14	15	0	0	-0.7	-11	-1	0	3
O=C1C=C(c2ccc(Cl)cc2)OC2(CCCC2)O1	-41	1	30	2	-1.7	6	0	-3	4
Nn1c(SCC(=O)N2CCN(S(=O)(=O)c3ccccc3)CC2)nnc1-c1cccs1	4	-10	3	-4	-0.3	-5	-3	-3	5
Cn1c(COc2ccccc2Br)nc2ccccc21	20	9	-31	-3	0.8	47	-2	-2	48
COc1ccc(C2SCC(=O)N2c2c(C)n(C)n(-c3ccccc3)c2=O)cc1 (stereo unspecified)	8	30	7	-3	1.6	1	1	-2	8
O=C(Nc1cccc2ncccc12)c1ccc([N+](=O)[O-])o1	-12	-17	-38	-3	-1.0	7	-1	5	42
COC(=O)CCn1nnc(-c2cccs2)n1	5	-10	1	3	-1.3	5	-1	-5	-21
CCCCC1(C)NC(=O)N(CC(=O)Nc2ccc(S(=O)(=O)N3CCOCC3)cc2)C1=O (stereo unspecified)	4	-3	9	-2	-1.2	6	-3	0	10
O=C(Nc1ccccc1)c1cccc(S(=O)(=O)NCc2ccco2)c1	8	6	6	-2	-0.9	3	1	1	2
COc1ccc(C)cc1Nc1n[n+](-c2ccccc2)c(-c2ccc(OC)c(OC)c2OC)s1	-2	5	-7	-8	34	18	0	2	-16
COc1ccc(C(CNC(=O)COc2ccc(Cl)cc2C)N2CCCCC2)cc1 (stereo unspecified)	18	16	37	-1	-0.3	9	-2	2	25
CN(Cc1ccccc1)C(=O)COc1ccc2ccccc2c1	-5	-9	21	-3	1.8	27	1	-3	24
CCOC(=O)c1cc(-c2ccc(OC)cc2)n(CCC(=O)NCCN2CCC(C)CC2)c1C	24	-2	14	-4	-4.8	8	-2	-4	11
COc1cc(/C=C/C(=O)O)cc(S(=O)(=O)Nc2cc(Cl)c(Cl)cc2Cl)c1OC	0	3	11	-1	-0.3	7	-3	-4	14
Cc1nn(Cc2cccc(F)c2)c(C)c1NC(=O)c1c(Cl)cnn1C	1	-12	9	-4	-0.5	23	-6	-3	16
CCCCN1CNC(=S)N(c2cc(C)ccc2C)C1	-2	23	25	2	2.3	3	-1	-3	18
CCc1ccccc1Nc1nc(N)nc(COC(=O)c2cccn2C)n1	28	10	17	0	-2.0	8	1	-4	28
C#CCOCCOCCOCCNc1nc(N2CCN(C(=O)[C@H](CCC(=O)O)n3cc(C(N)[C@H](C)CC)nn3)CC2)nc(N2CCN(C(=O)[C@H](Cc3ccc(O)cc3)n3cc(C(N)[C@H](C)CC)nn3)CC2)n1 (stereo partly specified)	7	0	-11	0	0.4	8	1	-1	9
